# Compound activity: PubChem, several laboratories
# HCV NS3 hel inh: inhibitors of Hepatitis C virus NS3 helicase; 290,000 compounds, 0.56% hits; NS3 helicase DNA unwinding, Cy5 molecular beacon fluorescence; inhibition, % at 10.9 µM;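 active = inhibition above the mean of all tested compounds plus 3 SD, set per campaign, cut at about 35% in these data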;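 note: 0% = DMSO wells and 100% = thioflavine S control wells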
#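 Measured by: Cy5 fluorescence, 0 and 60 min reads / Assay system: NS3 helicase fragment of HCV / Control set: low DMSO, high thioflavine S at 110 µM / Times: 1 h reaction at 25 °C, ATP-initiated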
# DNA FID counter: fluorescent intercalator displacement, NS3 helicase counter-screen | DNA fluorescent intercalator displacement, fluorescence | inhibition, % at 7.9 µM | 290,000 compounds, 0.17% hits | AID 1845; in the data active = inhibition above about 37%;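 note: 0% = vehicle and 100% = reference compound; higher means more ethidium bromide displaced from hairpin DNA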
# GalR3 antag: human GalR3 antagonism; HEK293 GalR3-CNG cAMP membrane potential fluorescence; galR3 body fused to GalR1 C-terminus; inhibition, % at 3 µM; 360,000 compounds, 0.44% hits; O60755;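 active = inhibition above the screen-wide average plus 3 SD, cut at about 13% in these data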;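 note: forskolin and galanin both at EC90 stimulate the cells; cAMP rise reported by CNG channel membrane potential dye signal; 0% = forskolin plus galanin with DMSO and 100% = forskolin alone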
# Target sequence (O60755 1-299 limits assumed): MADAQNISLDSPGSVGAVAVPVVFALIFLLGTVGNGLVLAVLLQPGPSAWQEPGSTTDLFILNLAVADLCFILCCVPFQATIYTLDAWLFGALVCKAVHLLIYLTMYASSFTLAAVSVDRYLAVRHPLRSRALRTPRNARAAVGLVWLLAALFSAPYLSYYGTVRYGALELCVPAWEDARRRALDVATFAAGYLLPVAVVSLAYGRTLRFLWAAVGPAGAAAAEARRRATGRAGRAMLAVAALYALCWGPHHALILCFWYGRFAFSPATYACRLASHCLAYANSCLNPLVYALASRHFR
# V1R ag counter: counter-screen for oxytocin receptor agonists: human V1a receptor agonists; P37288; 320,000 compounds, 0.25% hits; activation, % at 3 µM; CHO-V1R cells, Fluo-8 calcium fluorescence, agonist mode; 0% DMSO, 100% 3 nM vasopressin;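 active = activation above the mean activation of all tested compounds plus 3 SD, per screening run, cut at about 20% in these data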;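 note: signal is peak over basal fluorescence ratio across a 100 second FLIPR read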
# VIM-2 inhibitor: inhibitors of Pseudomonas aeruginosa VIM-2 metallo-beta-lactamase. purified VIM-2, nitrocefin hydrolysis, epi-absorbance fluorescence. inhibition, % at 5.6 µM. 290,000 compounds, 0.89% hits. AID 1527;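 active = inhibition above the mean of all tested compounds plus 3 SD, cutoff set per screening run, cut at about 7.5% in these data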;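 note: red hydrolysis product quenches plate fluorescence so inhibitors raise well fluorescence; 0% = enzyme with DMSO and 100% = DMSO without enzyme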
# IMP-1 inh: blocks Pseudomonas aeruginosa IMP-1 metallo-beta-lactamase | purified IMP-1, nitrocefin hydrolysis, epi-absorbance fluorescence | inhibition, % at 5.6 µM | 290,000 compounds, 0.45% hits | AID 1556;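 active = inhibition above the mean plus 3 SD of all compounds in the same screening run, cut at about 4.5% in these data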;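 note: 0% = IMP-1 with DMSO and 100% = DMSO wells lacking enzyme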
#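 assay system = purified recombinant IMP-1 metallo-beta-lactamase enzyme | schedule = 15 min preincubation plus 25 min reaction at 25 °C | signal = Epi-absorbance fluorescence, 480 nm excitation, 530 nm emission | read-out basis = percent inhibition from optical density relative to buffer-blank wells | controls = IMP-1 with DMSO as 0%, enzyme-free DMSO as 100%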
# PHOSPHO1 block: blocks human PHOSPHO1 phosphatase activity; Q8TCT1; recombinant PHOSPHO1, absorbance phosphatase assay; inhibition, % at 13.3 µM; 290,000 compounds, 1.1% hits; in the data active = inhibition above about 60%
# GPR7 antagonist: antagonists of human GPR7 (neuropeptides B/W receptor 1); P48145; GPR7-expressing cells, fluorescence antagonist assay; inhibition, % at 4.4 µM; 290,000 compounds, 1.1% hits; AID 1861; in the data active = inhibition above about 16%, passing the limit was not always enough;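 note: cells stimulated with the agonist NPW; 0% = agonist with vehicle and 100% = vehicle without agonist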
# Target sequence (P48145 whole entry, looked up): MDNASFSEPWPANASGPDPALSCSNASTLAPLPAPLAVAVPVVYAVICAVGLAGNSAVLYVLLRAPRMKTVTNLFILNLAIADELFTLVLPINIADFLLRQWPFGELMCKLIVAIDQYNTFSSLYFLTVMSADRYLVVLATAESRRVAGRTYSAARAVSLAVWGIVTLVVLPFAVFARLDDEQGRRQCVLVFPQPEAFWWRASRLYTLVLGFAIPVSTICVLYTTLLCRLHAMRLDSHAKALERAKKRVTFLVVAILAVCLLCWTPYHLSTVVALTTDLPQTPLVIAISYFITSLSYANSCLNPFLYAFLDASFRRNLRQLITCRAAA
# OXTR ag: activates the human oxytocin receptor. P30559. AID 2435. CHO-OTR cells, Fluo-8 calcium fluorescence; normalized: DMSO 0%, oxytocin 100%. 320,000 compounds, 0.32% hits. activation, % at 3 µM;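 active = activation above the mean of all tested compounds plus 3 SD, cutoff set per screening run, cut at about 20% in these data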;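 note: peak over basal fluorescence ratio from a 100 s FLIPR kinetic read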
# Active calls of the source: *; x = no result given. Rows were taken by chance (roughly 4.3% active in at least one column).
SMILES,HCV NS3 hel inh,DNA FID counter,GalR3 antag,V1R ag counter,VIM-2 inhibitor,IMP-1 inh,PHOSPHO1 block,GPR7 antagonist,OXTR ag
S=C(Nc1ccc(Cl)c(Cl)c1)N1CCOCC1,7,-6,-4,1.9,-5.0,-3.2,-14,-3,2.3
Cc1cc(OC(=O)c2ccc(S(=O)(=O)N(C)C)cc2)c([N+](=O)[O-])c(=O)[nH]1,9,6,-2,-0.1,-1.6,-2.5,27,2,0.2
O=C(CCN1C(=O)C2CC=C(Cl)CC2C1=O)NCc1ccco1 (stereo unspecified),11,1,-4,0.9,-1.9,-3.6,29,-3,-0.7
Clc1ccc(CSc2ncccn2)cc1,-1,0,3,-0.4,-0.3,-0.5,-25,3,-1.9
Cc1ccccc1NC(=O)CSc1nnnn1C,4,-4,0,1.2,-0.9,-2.7,20,-1,-0.1
COc1ccc(CNC(=O)CC23CC4CC(CC(C4)C2)C3)cc1,-5,-31,-8,1.5,-1.8,-2.1,11,1,-0.6
COc1cccc(OCc2nnc(SCC(=O)OC3CCCCC3)n2C)c1,-27,-29,-8,-0.3,-2.7,-0.9,14,0,-1.4
Cc1ccc(Nc2nnc(SCC(=O)NC(Cc3c[nH]c4ccccc34)C(=O)O)s2)cc1 (stereo unspecified),21,-24,-3,-0.6,-3.2,0.0,-8,-7,-0.8

# Given field by field: 4 of the compounds above
O=C(CCN1C(=O)C2CC=C(Cl)CC2C1=O)NCc1ccco1 (stereo unspecified)
- HCV NS3 hel inh: 11
- DNA FID counter: 1
- GalR3 antag: -4
- V1R ag counter: 0.9
- VIM-2 inhibitor: -1.9
- IMP-1 inh: -3.6
- PHOSPHO1 block: 29
- GPR7 antagonist: -3
- OXTR ag: -0.7

COc1cccc(OCc2nnc(SCC(=O)OC3CCCCC3)n2C)c1
- HCV NS3 hel inh: -27
- DNA FID counter: -29
- GalR3 antag: -8
- V1R ag counter: -0.3
- VIM-2 inhibitor: -2.7
- IMP-1 inh: -0.9
- PHOSPHO1 block: 14
- GPR7 antagonist: 0
- OXTR ag: -1.4

S=C(Nc1ccc(Cl)c(Cl)c1)N1CCOCC1
- HCV NS3 hel inh: 7
- DNA FID counter: -6
- GalR3 antag: -4
- V1R ag counter: 1.9
- VIM-2 inhibitor: -5.0
- IMP-1 inh: -3.2
- PHOSPHO1 block: -14
- GPR7 antagonist: -3
- OXTR ag: 2.3

Cc1ccc(Nc2nnc(SCC(=O)NC(Cc3c[nH]c4ccccc34)C(=O)O)s2)cc1 (stereo unspecified)
- HCV NS3 hel inh: 21
- DNA FID counter: -24
- GalR3 antag: -3
- V1R ag counter: -0.6
- VIM-2 inhibitor: -3.2
- IMP-1 inh: 0.0
- PHOSPHO1 block: -8
- GPR7 antagonist: -7
- OXTR ag: -0.8

# The results go on.
SMILES,HCV NS3 hel inh,DNA FID counter,GalR3 antag,V1R ag counter,VIM-2 inhibitor,IMP-1 inh,PHOSPHO1 block,GPR7 antagonist,OXTR ag
CS(=O)(=O)c1ccc2nnn(OCC(=O)Nc3cccc(C#N)c3)c2c1,3,5,-4,0.5,-4.9,-1.1,12,-12,-0.4
Cn1c(SCc2cccc(F)c2)nnc1-c1cnccn1,-5,-8,-7,-1.5,-1.0,-2.1,20,9,1.4
CC(=O)c1ccc(N/C=C/C(=O)c2ccc(Br)cc2)cc1,8,-6,-9,0.0,0.3,-2.8,29,-14,0.3
Cn1nnc(NC(=S)NC(=O)Cc2ccccc2)n1,2,2,3,0.4,-3.7,-6.2,-1,-9,0.2
Cc1ccc(C(=O)O)c(C(=O)Nc2nc3ccccc3s2)c1,5,0,-4,-0.4,-2.9,-3.8,23,-12,0.9
COc1ccc(S(=O)(=O)N2CCCC(N(C)CCc3ccccc3)C2)cc1OC (stereo unspecified),-13,-3,-7,-0.2,-2.1,-1.9,x,-7,-0.7
O=S(=O)(c1ccccc1)N1CCN(c2cccc(Cl)c2)CC1,-4,-19,-3,-0.1,-0.8,-2.9,41,-8,-2.5
CC1CCCC(NC(=O)COC(=O)c2cc(S(=O)(=O)N3CCCCC3)ccc2N2CCOCC2)C1C (stereo unspecified),3,-27,0,-0.3,-1.7,-1.6,14,2,-1.6
C=CCCCCCCCCC(=O)NNC1=CC(=O)CC(C)(C)C1,9,-28,-4,1.4,-4.6,-2.1,38,6,0.6
CCn1c(SCC(=O)Nc2ccc(OC)cc2)nc2c1c(=O)n(C)c(=O)n2C,26,-17,-8,-1.0,-0.2,-0.3,32,2,0.9
CCCC(c1nnnn1Cc1ccco1)N1CCN(C(=O)c2ccco2)CC1 (stereo unspecified),3,-10,-2,0.0,-1.4,-1.7,18,-7,0.9
Cc1cc2cc(CN(Cc3cccs3)S(=O)(=O)c3ccc4c(c3)OCCO4)c(=O)[nH]c2cc1C,2,-1,-3,-0.4,-0.6,1.3,-35,-5,0.0
CC(=O)Nc1ccc(C2Nc3cc(C)c(C)cc3NC3=C2C(=O)CC(C)(C)C3)cc1 (stereo unspecified),3,-7,-2,0.7,-3.1,-2.2,14,-9,-0.2
COc1ccc(C(OC(=O)c2cccs2)C(=O)NCC2CCCO2)cc1 (stereo unspecified),-2,-13,2,-0.1,-4.7,-2.9,6,-2,0.2
C/C(N)=C(/C#N)C(=O)COC(=O)Cc1coc2cc(C)ccc12,11,-5,-1,3.5,-0.4,-3.7,12,-3,8.8
Cn1c(SCCN2CCCC2)nnc1C1CCN(S(=O)(=O)c2ccc(F)cc2)CC1,4,-3,-8,0.7,-1.1,-3.8,6,-13,0.8
CC(C)CC(C(=O)O)N(Cc1ccccc1)Cc1ccccc1 (stereo unspecified),13,-21,-4,-0.3,-3.9,-5.2,-4,-11,-1.5
Cc1ccc(C(=O)Nc2cccc(C(=O)NC3CCCCC3)c2)cc1,-10,-27,-1,6.0,-1.7,-2.5,35,-19,1.3
CC(C1CCN(Cc2nc(C3CC3)no2)CC1)N1CCOCC1 (stereo unspecified),7,12,-7,0.5,-4.1,-3.1,32,-2,1.6
C=C(C)CN=c1scc(C)n1/N=C/c1ccco1,4,-3,-5,-1.1,-1.9,-0.1,15,-7,-2.5
O=C(CN(C(=O)CNS(=O)(=O)c1ccccc1)C1CCCC1)NCc1ccco1,x,x,0,1.9,x,x,-3,x,0.2

# An excerpt from above in order of the PHOSPHO1 block value, low to high:
canonical_smiles | PHOSPHO1 block
CC(C)CC(C(=O)O)N(Cc1ccccc1)Cc1ccccc1 (stereo unspecified) | -4
C=C(C)CN=c1scc(C)n1/N=C/c1ccco1 | 15
Cc1ccc(C(=O)Nc2cccc(C(=O)NC3CCCCC3)c2)cc1 | 35
